ULK1 inh: blocks human autophagy kinase ULK1 | inhibition, % at 5.96 µM | actives 1.9% (n = 30,000) | O75385 | AID 1259251 | AlphaScreen Atg13 phosphorylation by ULK1, luminescence; in the data active means inhibition above about 43%;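 further: 0% = median of compound wells and 100% = no enzyme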
Target sequence (O75385 whole entry, looked up): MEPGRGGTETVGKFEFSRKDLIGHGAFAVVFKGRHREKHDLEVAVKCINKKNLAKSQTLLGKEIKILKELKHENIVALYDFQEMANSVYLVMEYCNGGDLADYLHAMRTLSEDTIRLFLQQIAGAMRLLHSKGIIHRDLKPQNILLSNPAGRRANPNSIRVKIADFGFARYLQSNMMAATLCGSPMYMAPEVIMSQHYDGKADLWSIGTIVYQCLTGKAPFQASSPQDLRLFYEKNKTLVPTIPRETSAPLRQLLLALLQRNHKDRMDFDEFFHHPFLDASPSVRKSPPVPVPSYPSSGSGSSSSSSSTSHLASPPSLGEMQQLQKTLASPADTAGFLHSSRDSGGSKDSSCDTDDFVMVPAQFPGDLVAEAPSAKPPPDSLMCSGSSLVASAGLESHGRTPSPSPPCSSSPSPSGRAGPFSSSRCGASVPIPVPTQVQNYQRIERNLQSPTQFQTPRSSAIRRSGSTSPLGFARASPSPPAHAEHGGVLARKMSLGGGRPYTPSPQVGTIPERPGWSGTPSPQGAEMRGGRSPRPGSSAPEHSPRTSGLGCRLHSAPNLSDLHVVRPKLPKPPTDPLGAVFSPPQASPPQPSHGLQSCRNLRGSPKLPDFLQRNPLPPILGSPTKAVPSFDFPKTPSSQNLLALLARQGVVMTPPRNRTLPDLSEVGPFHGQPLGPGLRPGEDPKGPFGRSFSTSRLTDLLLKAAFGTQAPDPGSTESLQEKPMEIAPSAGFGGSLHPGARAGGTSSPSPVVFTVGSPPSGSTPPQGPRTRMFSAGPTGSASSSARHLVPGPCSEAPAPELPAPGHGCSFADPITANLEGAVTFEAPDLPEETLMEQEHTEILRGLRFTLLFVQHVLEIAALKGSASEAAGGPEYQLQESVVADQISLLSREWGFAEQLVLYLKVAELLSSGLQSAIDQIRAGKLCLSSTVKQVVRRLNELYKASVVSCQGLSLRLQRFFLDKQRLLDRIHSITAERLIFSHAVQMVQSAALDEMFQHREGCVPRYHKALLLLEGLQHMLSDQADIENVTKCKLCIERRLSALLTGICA
ASK1 inh: inhibitors of human ASK1 kinase. AlphaScreen MKK6 phosphorylation by ASK1, luminescence. actives 0.99% (n = 22,000). Q99683. inhibition, % at 7.44 µM; in the data active means inhibition above about 35%;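 further: 0% = median of compound wells and 100% = no enzyme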
* hit, by the source's call; x = no result given. Not a hit list; 2.3% or so of the library scored in one or more.

mol	ULK1 inh	ASK1 inh
CC(C)n1cnc2c(NCc3ccccc3)nc(Nc3cnccn3)nc21	7.1	-10.4
CC(=O)OCC(=O)[C@@]1(O)[C@H](OC(C)=O)CC2C3CCC4=CC(=O)C=C[C@]4(C)[C@@]3(F)[C@@H](O)C[C@@]21C (stereo partly specified)	12.8	x
Cc1noc(C)c1-c1nccc(NCCOc2ccccc2)n1	-0.1	-5.2
c1cnc(Nc2nc(Nc3ccc(N4CCOCC4)cc3)c3ncn(-c4ccsc4)c3n2)nc1	23.1	12.6
COc1cccc2c1CC(c1nc3ccc(-c4cn[nH]c4)cc3c(=O)[nH]1)CO2 (stereo unspecified)	6.1	8.2
N[C@H](Cc1ccc(Br)cc1)C(=O)N1CCC(OC(=O)Nc2ccncc2)CC1	-5.2	-5.7
c1ccc(N2CCN(c3nc(Nc4ccc(N5CCOCC5)cc4)c4[nH]cnc4n3)CC2)nc1	-4.5	8.9
CN1CCN(c2ccc(-c3nc(NCCN4CCOCC4)c4ncn(Cc5ccc(C(F)(F)F)cc5)c4n3)cc2)CC1	7.2	12.4
Nc1cc(Cl)c(S(=O)(=O)Cl)cc1S(=O)(=O)Cl	-7.2	x
COc1cc(Nc2cc(N3CCN(Cc4ccc5c(c4)OCO5)CC3)ncn2)cc(OC)c1OC	-5.4	-9.3
O=C(Cc1cn(-c2ccc(NCCN3CCOCC3)nn2)c2ccccc12)Nc1ccc2c(c1)OCO2	5.8	17.9
Cc1cnnn1-c1ccc(Nc2nccc(-c3cc(C#N)cc(N4CCOCC4)c3)n2)cc1	14.1	23.9
O=C1OC(c2ccc(O)cc2)(c2ccc(O)cc2)c2ccccc21	-18.3	x
CC[C@@H](C(=O)NCc1nc(-c2ccncc2)n[nH]1)c1ccccc1	7.4	10.1
Nc1cc(-c2ccc(NC(=O)CCc3ccccc3)cc2)ccn1	7.5	8.6
COc1ccc(-c2nnc(NC(=O)COc3ccc(C)cc3)s2)cc1OC	2.4	x
COc1ccc(-c2cncc(C(=O)NCCOc3ccccc3)c2)cn1	-8.9	-4.6
CNS(=O)(=O)c1ccccc1Nc1cc(Nc2ccccc2S(=O)(=O)NC)c(C(F)(F)F)cn1	-21.3	13.6
C[C@H](N)C(=O)Nc1ccc(-c2cn[nH]c2)cc1OCCN(C)C	8.6	-11.1
Cc1cc(NCc2ccccc2)nc(Nc2ncccn2)n1	7.3	-4.5
O=C(NC1CCN(Cc2ccccc2)CC1)c1cnc(Nc2ccc3ncccc3c2)s1	-30.1	-6.2
c1nc(NC2CC2)cc(N2CCC(N3CCOCC3)CC2)n1	4.3	-28.8
CC(C)(C)C(=O)Nc1nc(CC(=O)NCc2c(F)cccc2F)cs1	3.5	x
Cc1ccc2nc(C)c(NC(=O)c3ccc(C)c(C)c3)c(=O)n2c1	-5.7	x
Clc1c(Br)ccc2cnc(Nc3ccc(-n4cnc(N5CCOCC5)n4)cc3)nc12	-10.1	8.4
CN1CCN(C(=O)c2ccc(-c3nc4ncnc(NC5CC5)c4[nH]3)cc2)CC1	3.7	2.4
O=C1CCCN1CCn1cnc2c(Nc3ccccc3)nc(Nc3ccc(-n4ccnc4)cc3)nc21	-6.5	-11.6
COc1cc2nc(NCCCN3CCCC3=O)nc(Nc3ccc(Oc4ccccc4)cc3)c2cc1OC	-24.7	-11.7
CCN(CC)CC#CCOC(=O)C(O)(c1ccccc1)C1CCCCC1 (stereo unspecified)	-0.5	x
CN1CCN(C(=O)c2ccc(-c3ccc(C(=O)NCCOc4ccccc4)s3)cc2)CC1	-18.4	9.2

Quoted from above, 20 compounds:
mol	ULK1 inh	ASK1 inh
O=C(Cc1cn(-c2ccc(NCCN3CCOCC3)nn2)c2ccccc12)Nc1ccc2c(c1)OCO2	5.8	17.9
Cc1cnnn1-c1ccc(Nc2nccc(-c3cc(C#N)cc(N4CCOCC4)c3)n2)cc1	14.1	23.9
O=C1OC(c2ccc(O)cc2)(c2ccc(O)cc2)c2ccccc21	-18.3	x
CC[C@@H](C(=O)NCc1nc(-c2ccncc2)n[nH]1)c1ccccc1	7.4	10.1
Nc1cc(-c2ccc(NC(=O)CCc3ccccc3)cc2)ccn1	7.5	8.6
COc1ccc(-c2nnc(NC(=O)COc3ccc(C)cc3)s2)cc1OC	2.4	x
COc1ccc(-c2cncc(C(=O)NCCOc3ccccc3)c2)cn1	-8.9	-4.6
CNS(=O)(=O)c1ccccc1Nc1cc(Nc2ccccc2S(=O)(=O)NC)c(C(F)(F)F)cn1	-21.3	13.6
C[C@H](N)C(=O)Nc1ccc(-c2cn[nH]c2)cc1OCCN(C)C	8.6	-11.1
Cc1cc(NCc2ccccc2)nc(Nc2ncccn2)n1	7.3	-4.5
O=C(NC1CCN(Cc2ccccc2)CC1)c1cnc(Nc2ccc3ncccc3c2)s1	-30.1	-6.2
c1nc(NC2CC2)cc(N2CCC(N3CCOCC3)CC2)n1	4.3	-28.8
CC(C)(C)C(=O)Nc1nc(CC(=O)NCc2c(F)cccc2F)cs1	3.5	x
Cc1ccc2nc(C)c(NC(=O)c3ccc(C)c(C)c3)c(=O)n2c1	-5.7	x
Clc1c(Br)ccc2cnc(Nc3ccc(-n4cnc(N5CCOCC5)n4)cc3)nc12	-10.1	8.4
CN1CCN(C(=O)c2ccc(-c3nc4ncnc(NC5CC5)c4[nH]3)cc2)CC1	3.7	2.4
O=C1CCCN1CCn1cnc2c(Nc3ccccc3)nc(Nc3ccc(-n4ccnc4)cc3)nc21	-6.5	-11.6
COc1cc2nc(NCCCN3CCCC3=O)nc(Nc3ccc(Oc4ccccc4)cc3)c2cc1OC	-24.7	-11.7
CCN(CC)CC#CCOC(=O)C(O)(c1ccccc1)C1CCCCC1 (stereo unspecified)	-0.5	x
CN1CCN(C(=O)c2ccc(-c3ccc(C(=O)NCCOc4ccccc4)s3)cc2)CC1	-18.4	9.2

Additional structures follow.
mol	ULK1 inh	ASK1 inh
COc1ccccc1C(=O)NNC(=O)c1ccccc1Cl	-5.3	x
O=C(Nc1ccc(-c2cn[nH]c2)cc1)C1COc2ccc(Cl)cc2C1 (stereo unspecified)	1.1	1.0
C=CCN1C(=O)C(C)(C)COc2cc(NC(=O)CC(C)C)ccc21	7.0	x
CC1=C(/C=C/C(C)=C/C=C/C(C)=C/C(=O)Nc2ccc(O)cc2)C(C)(C)CCC1	-19.6	x
CC(C)N(CCNc1cc(Nc2ccnn2C)ncn1)C(C)C	11.4	0.0
COc1ccc(CCNC(=O)c2cnc(Nc3cccnc3)s2)cc1	12.2	-5.2
O=C(Cc1cn(-c2ccc(Nc3nccc4ccccc34)nn2)c2ccccc12)NCc1ccccc1	20.0	18.1
COc1ccc(C(O)C(=O)N[C@H]2CC[C@H](C(=O)Nc3ccc4[nH]ncc4c3)C2)cc1 (stereo partly specified)	6.3	2.7
Nc1nc(NCCc2ccc(O)cc2)cc(Nc2ccccc2)n1	-12.6	1.9
CS(=O)(=O)Nc1cccc(-c2ccnc(Nc3ccccc3)n2)c1	14.2	16.7
CC(C)(C)NC(=O)Nc1ccccc1-c1cnn(-c2ccccc2)c1	-16.7	x
Cn1cc(-c2ccc3cnc(Nc4ccc(-n5cnc(N6CCOCC6)n5)cc4)nc3c2OCCN2CCOCC2)cn1	33.1	1.3
Cc1cc(-n2c(C)nc3ncccc3c2=O)ccc1NC(=O)c1ccccc1Br	-4.8	x
O=C(Nc1ccc(N2CCOCC2)cc1)c1cccc(Nc2cnccn2)c1	21.7	14.6
COC(CNc1cc(-c2ccccc2)nc(-c2ccncc2)n1)OC	-9.7	x
O=C1CCCN1CCCNc1nc(N2CCc3ccccc3C2)nc2c1ncn2CCN1CCCC1=O	7.0	1.4
O=C(Nc1cncc(-c2ccncc2)c1)C1Cc2c(ccc3ccccc23)O1 (stereo unspecified)	-9.7	-5.9
Cc1noc(C)c1-c1cc(C(=O)NC2CCN(Cc3ccccc3)CC2)ccn1	-7.1	-19.9
Fc1cc(Br)cc2[nH]c(C3COc4ccccc4O3)nc12 (stereo unspecified)	-10.7	-11.2
CC(=O)c1cccc(-c2nc(NCc3nc4ccccc4[nH]3)c3ncn(-c4ccsc4)c3n2)c1	-6.2	-19.7
COc1ccccc1C(=O)NCc1ccco1	-13.3	x
O=C(NCCCN1CCCC1=O)c1ccnc(Nc2ccc3ncccc3c2)c1	11.5	3.8
CCCNc1cc(-c2ccc(C(N)=O)cc2)nc(N)n1	2.2	0.4
O=C(Cc1ccccc1Br)Nc1cnn(-c2cccc(C(=O)Nc3ccc(N4CCOCC4)cc3)c2)c1	1.3	19.0
OCCNc1cc(-c2ccccc2)ncn1	0.9	3.4
COc1cc(Nc2ccnc(Nc3nccc4ccccc34)n2)cc(OC)c1OC	-3.1	6.7
O=C(Cc1cccs1)Nc1ccc2cnn(-c3cccc(C(=O)NCCN4CCOCC4)c3)c2c1	-5.4	-7.1
COc1cc2nc(Nc3ccnn3C)nc(NCCN3CCOCC3)c2cc1OC	-15.3	1.8
Cc1cc(NCCO)nc(Nc2nc3ccccc3n2C)n1	5.2	-10.7
CNC(=O)c1ccn(-c2ccnc(Nc3ccc(N4CCOCC4)cc3)c2)c1	1.8	-28.6
Cn1c(Nc2nc3ncnc(NCCO)c3[nH]2)nc2ccccc21	1.1	-0.4
O=C(NCc1ccccc1)c1ccnc(NC2CCN(Cc3ccccc3)CC2)c1	6.5	-5.7
Cn1c(C2COc3ccccc3O2)nc2cc(-c3cn[nH]c3)ccc21 (stereo unspecified)	-7.3	2.4
O=C(NCCCN1CCCC1=O)c1cccc(N2CCN(c3ccccn3)CC2)n1	8.5	-4.5
CC(=O)Nc1ccc(Nc2nc(-c3ccc(N4CCOCC4)nc3)nc3c2ncn3-c2ccccc2)cc1	-10.1	-14.7
O=C1CCCN1CCCNc1nc(NCc2cccnc2)nc2c1ncn2-c1ccsc1	8.8	6.6
c1csc(-c2nc(NCCN3CCOCC3)c3[nH]cnc3n2)c1	-6.9	10.8
O=C(Cc1cn(-c2ccc(Nc3ccncn3)nn2)c2ccccc12)NCCN1CCOCC1	5.5	-19.4
NC(C(=O)N1CCN(c2ccc3[nH]ncc3c2)CC1)c1cccc(Cl)c1 (stereo unspecified)	3.4	-13.0
COc1ccc2c(c1)CC(c1nc3c(OCCCO)cc(-c4ccncc4)cc3[nH]1)CO2 (stereo unspecified)	-10.4	-19.9
COc1ccc(CCNc2cc(NCCN3CCOCC3)nc(N)n2)cc1	9.7	10.4
CC(C)Cn1c2c(=O)n(C)c(=O)n(C)c2n2c(-c3ccc(Cl)cc3)nnc12	3.3	x
COc1ccc(CCNc2nc(N3CCN(Cc4ccc5c(c4)OCO5)CC3)nc3c2ncn3-c2ccsc2)cc1	-3.1	19.4
c1ccc(Nc2nc(Nc3ccncn3)nc3c2ncn3-c2ccsc2)cc1	13.2	-1.3
Cc1ccc(S(=O)(=O)N(CC(=O)N2CCCCC2)Cc2ccccc2F)cc1	-1.1	x
CCCNc1ccnc(-c2ccc(C(=O)N3CCN(C)CC3)cc2)n1	-0.1	-1.4
O=C(NCc1cccc(C(F)(F)F)c1)c1ccc2nc(-c3ccccc3)sc2c1	-5.0	-6.3
COc1cc(Nc2nc3ccc(C(=O)NCCCN4CCCC4=O)cc3s2)cc(OC)c1OC	10.4	-0.2
COc1ccccc1N1C(=O)C2C3c4ccccc4C(CO)(c4ccccc43)C2C1=O (stereo unspecified)	-14.3	x
Clc1ccc(-c2cnc(NCc3ccco3)nc2)cc1	-4.0	x
CCOC(=O)CN1C2=NCCCN2c2ccccc21	8.4	x
COc1cc(OC)nc(-c2n[nH]c(=S)n2C)n1	6.5	x
Cc1cccc(NC(=O)N2CCC(c3nc4ccncc4c(=O)[nH]3)C2)c1 (stereo unspecified)	-3.5	4.5
CCN(CC)C(=O)C1CCCN(c2nccc(Nc3ccc(Oc4ccccc4)cc3)n2)C1 (stereo unspecified)	-15.9	3.6
O=C(Nc1ccc(Cl)cc1)O[C@H]1C[C@H](C(=O)Nc2ccc3[nH]ncc3c2)N(C(=O)Nc2ccc(Cl)cc2)C1	-3.7	-31.4
NC(C(=O)N1CCCN(C(=O)c2ccc3[nH]ncc3c2)CC1)c1cccc(Cl)c1 (stereo unspecified)	-10.8	-14.0
CCN(CC)c1ncc(-c2ccc(C)cc2)cn1	5.9	x
COc1ccc(-c2cccc(C(N)=O)c2)cc1	-14.7	5.7

In a second layout: results already given.
Cc1ccc(S(=O)(=O)N(CC(=O)N2CCCCC2)Cc2ccccc2F)cc1
  ULK1 inh: -1.1; ASK1 inh: x
CCCNc1ccnc(-c2ccc(C(=O)N3CCN(C)CC3)cc2)n1
  ULK1 inh: -0.1; ASK1 inh: -1.4

Single values from above.
ULK1 inh result of CC(=O)Nc1ccc(Nc2nc(-c3ccc(N4CCOCC4)nc3)nc3c2ncn3-c2ccccc2)cc1 stands at -10.1
ULK1 inh result of Cc1cccc(NC(=O)N2CCC(c3nc4ccncc4c(=O)[nH]3)C2)c1 (stereo unspecified) stands at -3.5
ULK1 inh result of COc1cc(OC)nc(-c2n[nH]c(=S)n2C)n1 stands at 6.5

Source: PubChem BioAssay (The Scripps Research Institute Molecular Screening Center)
